Shn3 inh set2: inhibitors of Schnurri-3 3'UTR reporter in osteoblasts | Clone20 osteoblast Shn3 3'UTR firefly luciferase, 24 h | inhibition, % at 12.5 µM | 0.52% of 360,000 active | AID 588674;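 active means mean inhibition of at least 75% with every replicate also reaching 75%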;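 further: 0% = median of neutral control wells and 100% = pilot-screen positive control compound; some compounds past the cut are filed as inactive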
NR2E3 ag-1: NR2E3 (human) agonism; AID 2300; Q9Y5X4; 0.12% of 320,000 active; GST-NR2E3/biotin-RetCOR TR-FRET, 1536-well; inhibition of corepressor binding, % at 4.78 µM;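 active means percent inhibition above the cutoff of mean plus 3 SD of all tested compounds, set per screening campaign, cut at about 20% in these data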;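 further: 0% = DMSO wells and 100% = biotin wells as full block of FRET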
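System: GST-tagged NR2E3 plus biotinylated RetCOR corepressor; Amount: 1.35 nM GST-tagged NR2E3 final; Dosing: single nominal compound dose of 4.8 µM; Schedule: 5 h incubation at 4 °C; Technique: TR-FRET with europium anti-GST and streptavidin-D2, 340 nm excitation; Controls: biotin wells as high control, 0.6% DMSO wells as low control.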
CaV13 ICDI inh: Primary screen for inhibitors of IQ motif and Ca2+-dependent inactivation inhibitor domain binding in CACNA1D, Förster resonance energy transfer in living cells, …; HEK cells, CFP/YFP FRET ICDI-IQ, plate reader, 10 min; percent FRET-ratio fall versus neutral wells; inhibition, % at 12.3 µM; 0.098% of 340,000 active; AID 743397;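 active means mean replicate inhibition of at least 30% and at least 1% of replicates passing that level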;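 further: 0% = median of the neutral control wells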
m5-HT2A agonist: activates the mouse 5-HT2A serotonin receptor; 0.66% of 360,000 active; activation, % at 7.6 µM; P35363; CHO-K1 mHTR2A beta-arrestin complementation, luminescence; percent of 30 µM serotonin response;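 active means activation above a run cutoff, the mean activation of all tested compounds plus 3 SD, cut at about 14% in these data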;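 further: 0% = plate median of compound wells and 100% = 30 µM serotonin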
Target sequence (P35363 whole entry, looked up): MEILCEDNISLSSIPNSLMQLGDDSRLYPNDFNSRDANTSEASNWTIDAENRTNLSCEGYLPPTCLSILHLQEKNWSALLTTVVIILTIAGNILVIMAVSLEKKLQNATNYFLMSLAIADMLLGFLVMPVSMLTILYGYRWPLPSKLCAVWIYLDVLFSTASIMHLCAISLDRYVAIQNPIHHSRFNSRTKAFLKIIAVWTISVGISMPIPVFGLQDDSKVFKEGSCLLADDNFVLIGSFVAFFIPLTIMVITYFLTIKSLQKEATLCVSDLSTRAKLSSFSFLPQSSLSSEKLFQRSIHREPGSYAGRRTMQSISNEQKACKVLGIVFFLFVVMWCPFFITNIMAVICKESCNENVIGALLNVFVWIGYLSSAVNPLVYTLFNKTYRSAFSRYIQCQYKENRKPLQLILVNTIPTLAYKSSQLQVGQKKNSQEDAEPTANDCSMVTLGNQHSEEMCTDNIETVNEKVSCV
HIF-2a inh: inhibitors of HIF-2a | 786-0 RCC cells HIF-2a reporter, luciferase luminescence, overnight | inhibition, % at 18.8 µM | 0.72% of 360,000 active;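 active means inhibition of the luminescence signal of 40% or more relative to plate controls, in a single-dose primary screen at 18.75 µM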
NR2E3 ag-2: activates human NR2E3 receptor; 0.35% of 360,000 active; AID 602229; CHO-S Gal4-NCOR/VP16-NR2E3 two-hybrid, luciferase; inhibition of corepressor binding, % at 3.98 µM; Q9Y5X4;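 active means inhibition above the mean of all tested compounds plus 3 SD, cut at about 70% in these data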;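 further: 0% = DMSO with NR2E3 transfected cells and 100% = cells lacking NR2E3 construct; higher means lower luciferase signal from less NR2E3 corepressor binding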
PDI turbidity: inhibitors of human protein disulfide isomerase | P07237 | PDI insulin aggregation turbidity, A650, 90 min | inhibition, % at 10 µM | 0.052% of 350,000 active;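 active means mean inhibition across replicates of 30% or more, whatever share of single replicates reach that level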;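 further: absorbance from insulin aggregation driven by PDI reduction with DTT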
Target sequence (P07237 whole entry, looked up): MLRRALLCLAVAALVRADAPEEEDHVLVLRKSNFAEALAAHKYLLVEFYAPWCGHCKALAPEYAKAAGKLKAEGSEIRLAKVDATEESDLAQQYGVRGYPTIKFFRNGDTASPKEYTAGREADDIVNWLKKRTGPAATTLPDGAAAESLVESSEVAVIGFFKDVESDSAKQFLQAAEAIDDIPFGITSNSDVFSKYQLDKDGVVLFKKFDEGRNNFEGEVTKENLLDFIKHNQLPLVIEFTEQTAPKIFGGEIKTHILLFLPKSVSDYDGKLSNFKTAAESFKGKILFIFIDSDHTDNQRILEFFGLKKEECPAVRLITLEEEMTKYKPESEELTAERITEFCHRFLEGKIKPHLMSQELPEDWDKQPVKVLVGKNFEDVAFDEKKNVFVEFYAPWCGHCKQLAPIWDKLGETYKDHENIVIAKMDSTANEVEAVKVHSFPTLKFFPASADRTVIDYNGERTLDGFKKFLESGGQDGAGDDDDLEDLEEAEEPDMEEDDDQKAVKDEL
H9c2 protect: protects H9c2 cardiomyocytes from peroxide injury; H2O2 injury protection, ATPLite, 2 h; protection from H2O2 cell death, % at 20 µM; 0.63% of 360,000 active;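 active means compounds giving at least 50% protection of heart cells from peroxide-induced death in the single-dose screen, raw or plate-pattern-corrected value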;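 further: 0% = DMSO wells with peroxide and 100% = DMSO wells without peroxide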
TRPM1 prom inh: inhibitors of MITF-driven TRPM1 promoter in melanoma cells. 0.83% of 330,000 active. inhibition, % at 12.5 µM. SK-MEL-5 TRPM1 promoter luciferase, 24 h;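 active means mean inhibition across replicates of 60% or more, whatever share of single replicates reaches that level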; further: values of inactives mirror those of a sister screen read the other way
Peg3 promoter: inhibitors of Peg3 promoter | HeLa PEG-Prom luciferase reporter, luminescence, overnight | inhibition, % at 20 µM | 1.7% of 360,000 active | AID 588405;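 active means inhibition of at least 50% at 20 µM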
hiPSC survival: hiPSC single-cell survival enhancement. ATPlite luminescence; 100% = ROCK inhibitor wells, 0% = DMSO. survival enhancement, % at 20 µM. 0.044% of 360,000 active; in the data active means survival enhancement above about 18%;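 further: cells exposed to compounds for 16 hours before the ATP read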
Numbers without * were called inactive; · = no result given.

Results follow in this order: Shn3 inh set2	NR2E3 ag-1	CaV13 ICDI inh	m5-HT2A agonist	HIF-2a inh	NR2E3 ag-2	PDI turbidity	H9c2 protect	TRPM1 prom inh	Peg3 promoter	hiPSC survival
> CC1CCc2c(C(=O)NCCN3CCOCC3)csc2C1 (stereo not drawn)
 : 26.2	-0.5	-2.4	-5.2	-51.8	-0.5	-2.5	3.0	-2.5	-6.6	-3.5
> CCC(C)c1ccc(NC(=S)NCc2cccnc2)cc1 (stereo not drawn)
 : 11.2	-2.9	-8.1	-1.3	-15.6	1.4	-0.1	-9.5	-6.4	-2.5	-2.1
> CCN1CCc2nc3ccccc3c(C(=O)Nc3ccc(NC(C)=O)cc3)c2C1
 : 6.5	-5.6	-5.2	-2.2	12.9	11.4	12.9	12.7	8.8	13.5	0.0
> CCOC(=O)C1=C(COC(=O)COc2ccccc2OCC)NC(=O)NC1C (stereo not drawn)
 : 0.2	0.7	-5.5	4.0	7.8	-17.9	7.8	6.4	-7.6	0.9	-0.3
> Cc1cc(OCc2cc(C(=O)N3CCC(Oc4cccnc4)CC3)no2)cc(C)c1Cl
 : 68.3	4.3	·	4.8	-35.9	93.7*	15.9	-13.8	1.7	16.1	-0.4
> O=S(=O)(NCc1ccc2c(c1)OCO2)c1ccc(Cl)s1
 : 2.8	1.5	-5.9	-7.8	-7.5	-30.0	-1.4	-4.6	-2.7	-6.3	0.3
> CC(=O)Nc1ccc(NC(=O)CNC(=O)c2cccc(C)c2)cc1
 : 6.6	-2.5	-3.2	-0.5	1.8	-25.9	10.0	-5.0	7.1	4.5	0.2
> CCN1C(=O)[C@H]2[C@@H](c3ccc(-c4ccc(F)cc4)c(OC)c3)N3CCC[C@@]3(C(=O)OC)[C@H]2C1=O
 : 15.4	-0.7	-10.8	0.6	-64.3	1.4	-11.5	3.1	-11.6	-19.8	-2.4
> CCN(Cc1nc(-c2cccc(Cl)c2)no1)CC1CCCO1 (stereo not drawn)
 : -26.1	-2.9	-4.3	-0.9	-88.3	-44.4	5.0	-4.3	-20.3	-69.5	1.3
> O=C(CSCCO)Nc1nccs1
 : 0.3	4.3	·	-4.2	15.4	-3.5	-3.7	9.3	9.4	4.9	0.0
> Cc1ccc(C(=O)NC2CC(C)(C)NC(C)(C)C2)cc1S(=O)(=O)N1CCOCC1
 : -23.5	·	-6.2	-3.5	8.2	4.9	8.1	5.9	7.4	4.3	-0.4
> Cc1cc(Oc2ccccc2)nc(-c2ccccc2O)n1
 : -10.1	0.9	·	-7.4	-95.8	-16.1	2.3	-13.5	-13.4	-79.6	-0.5
> Cc1ccccc1SCC(=O)NCC(c1ccc(F)cc1)N1CCOCC1 (stereo not drawn)
 : 0.1	·	-4.8	8.5	5.5	-26.9	-0.3	-0.4	-1.4	14.6	1.8
> CCOC(=O)C1CCN(C(=O)Nc2ccc(OCc3ccccc3)cc2)CC1
 : ·	1.4	-4.2	5.0	8.4	-3.2	-9.4	1.6	-10.4	7.3	0.4
> O=C(CSc1nc(C2CC2)nc2ccccc12)N1CCc2ccccc21
 : -2.0	·	-6.3	-4.7	19.0	-28.0	-4.1	-0.4	5.9	13.3	0.1
> COc1ccccc1N(CC(=O)NCc1ccco1)S(=O)(=O)c1ccc(C)cc1
 : -9.5	4.3	-3.2	-0.1	4.6	-7.6	4.6	1.8	8.3	14.9	-0.6
> NNC(=O)CSCc1ccc(Cl)cc1Cl
 : 5.1	-1.8	-5.2	-0.3	13.9	26.1	1.6	10.1	-1.5	17.2	-2.1
> O=S(=O)(c1ccc(Br)s1)N1CCN(c2ccccn2)CC1
 : -7.2	0.7	-7.9	-4.6	15.4	-18.6	-1.3	-2.2	8.5	14.8	0.0
> CCN(CC)C(=O)N1c2ccccc2CC(N(CC)CC)c2ccccc21 (stereo not drawn)
 : 2.0	1.4	-4.4	-4.6	1.1	-14.2	-3.4	6.9	4.5	12.7	-2.0
> CCCCOP(=O)(c1ccc(N(C)C)cc1)C(O)c1ccc(OC)cc1 (stereo not drawn)
 : 4.6	4.0	-3.5	4.0	1.7	7.2	3.6	3.1	0.2	5.2	-0.7

Carrying on.
Results follow in this order: Shn3 inh set2	NR2E3 ag-1	CaV13 ICDI inh	m5-HT2A agonist	HIF-2a inh	NR2E3 ag-2	PDI turbidity	H9c2 protect	TRPM1 prom inh	Peg3 promoter	hiPSC survival
> NS(=O)(=O)c1cccc(NC(=O)CSc2nc3ccccc3c(=O)n2CCCN2CCOCC2)c1
 : -7.2	3.2	-3.3	6.8	10.8	-8.3	4.8	10.5	-7.0	1.2	-2.1
> CC(C)(C)N(Cc1ccccc1)C(=O)COC(=O)c1ccc(N2CCCC2=O)cc1
 : 1.6	·	-16.4	3.6	6.9	5.8	1.5	-0.8	19.3	-20.9	-1.3
> Cc1ccc(S(=O)(=O)N(C)C)cc1NC(=O)c1cc(S(=O)(=O)N2CCCCC2)ccc1N1CCOCC1
 : -43.6	·	-4.4	1.0	6.0	-3.5	-14.3	-1.1	7.4	5.1	-0.3
> COc1ccc(N2CCN(C(=O)C3(C)CC3(Cl)Cl)CC2)cc1 (stereo not drawn)
 : 1.7	2.6	-5.3	1.4	19.4	-1.3	3.6	3.6	19.8	10.5	4.9
> CCc1ccccc1NC(=O)NCc1ccc2c(c1)OCO2
 : -16.3	2.0	-6.4	-1.5	0.0	-21.8	6.3	-2.0	6.7	-20.6	-0.1
> O=c1nc2n(c3ncccc13)CCCCC2
 : 5.4	0.7	-1.4	-1.1	15.7	-3.8	-1.5	-4.5	6.4	14.6	0.9
> O=C(COc1cccc(-n2cnnn2)c1)NCCC1=CCCCC1
 : 16.8	-2.9	·	-5.1	15.6	-5.8	5.1	-5.0	8.6	11.4	2.8
> O=C(COC(=O)CC1CCCC1)Nc1cccc(F)c1
 : 4.3	3.8	-2.6	4.4	3.3	0.8	-51.6	2.2	-5.8	3.8	-0.3
> CC1CCN(CCOCCOc2ccccc2Br)CC1
 : -1.9	4.0	-2.1	-9.9	22.9	-20.7	-26.3	-3.0	-0.5	-4.2	0.2
> O=C1OC(c2ccccc2)(c2ccccc2)c2ccsc21
 : 2.5	·	-9.5	-0.8	3.6	-13.6	-2.2	-1.1	·	1.6	-1.6
> CC(=O)c1cccc(N2C(=O)Nc3ccccc3N2O)c1
 : 10.2	3.2	-19.7	4.7	13.8	-15.6	-6.6	-1.1	5.7	4.7	-2.7
> CC1(C)CC(=O)C/C(=N/NC(=O)C2CCN(S(=O)(=O)c3cccs3)CC2)C1
 : 28.4	4.2	12.5	-0.7	21.1	24.8	0.6	7.3	-13.8	20.1	0.2
> CCCc1cc(=O)[nH]c(SCC(=O)N2CCc3cc(OC)c(OC)cc3C2)n1
 : 0.6	3.6	-5.0	-5.9	6.3	4.1	4.0	10.6	7.4	21.9	0.0
> O=C(COC(=O)/C=C/c1cccc(C(F)(F)F)c1)NCc1cccs1
 : -9.0	3.5	-2.6	-2.8	4.3	-21.5	-0.9	-3.2	0.7	7.2	1.0
> O=S(=O)(NC1CCCC1)c1ccc(Br)s1
 : -17.2	0.2	-7.4	-1.3	15.3	14.8	1.3	-5.8	3.8	25.1	-1.0
> COc1ccc(/C=C/C(=O)c2ccc[nH]2)cc1OC
 : -103.8	-2.1	-4.7	3.1	-155.5	-31.4	-5.5	4.5	-57.6	-185.2	-3.7
> CC(C)c1nc(SCC(=O)Nc2cccc3ccccc23)n[nH]1
 : 19.1	·	-6.2	-6.0	13.8	13.5	4.4	2.2	21.8	6.2	-3.8
> O=C(CSc1ccc2c(c1)OCCO2)Nc1ccc(N2CCOCC2)cc1
 : -0.7	-2.4	-4.8	-2.1	9.7	6.6	7.8	7.0	-8.2	-1.8	0.6
> CC1Cc2ccccc2N1C(=O)CNCCCN(C)C (stereo not drawn)
 : 4.7	-1.4	-6.6	2.0	6.7	-10.4	0.5	20.5	11.5	4.3	-2.8
> CCOc1cc(C(=O)Nc2ccccc2N2CCN(S(C)(=O)=O)CC2)cc(OCC)c1OCC
 : -0.3	-1.2	·	0.9	5.0	-9.9	-1.1	15.4	-3.4	18.1	-1.5

More entries follow.
Results follow in this order: Shn3 inh set2	NR2E3 ag-1	CaV13 ICDI inh	m5-HT2A agonist	HIF-2a inh	NR2E3 ag-2	PDI turbidity	H9c2 protect	TRPM1 prom inh	Peg3 promoter	hiPSC survival
> Cc1ccc(CNC(=O)CNC(=S)N(Cc2ccccc2)Cc2cccnc2)cc1
 : -6.3	-0.4	3.7	8.0	9.2	0.1	10.3	-9.9	8.2	21.1	-0.5
> O=C(CSc1ccc(F)cc1)NCCSc1ccccc1
 : -5.3	0.6	-4.2	-6.6	-61.4	-40.1	0.8	-1.0	-13.5	-36.6	2.7
> O=C(CSc1n[nH]c(-c2ccccc2)n1)NC(=O)NCc1ccco1
 : 12.5	3.0	-8.3	-3.9	-7.5	-10.8	11.3	1.1	-6.5	9.3	0.1
> O=C(COC(=O)CNC(=O)c1ccccc1F)NCCNC(=O)COC(=O)CNC(=O)c1ccccc1F
 : -15.0	0.7	-4.3	-6.1	21.3	11.5	10.2	-1.3	-6.3	7.4	-0.6
> CC(C)(C)C(=O)c1cn(CC(=O)O)c2ccccc12
 : -3.6	1.0	-9.0	3.5	11.9	-12.0	-0.5	3.4	3.2	12.3	3.0
> CC(C)CSCC1OC(n2cnc3c(N)nccc32)C(O)C1O (stereo not drawn)
 : 26.8	·	-5.4	-2.5	11.5	7.2	-3.6	-5.3	·	-32.9	8.4
> NS(=O)(=O)c1ccc(CCNC(=O)CNC(=O)c2ccc(Oc3ccccc3)cc2)cc1
 : -3.2	-0.4	-4.8	-3.1	11.3	-2.8	17.0	-10.6	8.0	7.9	-0.4
> O=C(COC(=O)c1ccc(O)cc1)NC1CCCC1
 : -4.4	3.6	-1.7	-1.8	-11.3	13.6	1.8	5.2	-12.6	-15.6	-0.1
> CCS(=O)(=O)N1CCCC(c2nc(-c3cccc(OC)c3)no2)C1 (stereo not drawn)
 : -37.3	2.6	-7.0	2.9	-207.4	-55.4	-1.2	2.7	-55.9	-110.3	4.8
> CC(C)NC(=O)CC(=O)N/N=C/c1c(F)cccc1Cl
 : -21.7	2.7	-6.5	3.5	16.3	-7.7	-2.6	-2.0	-4.9	-0.1	-0.9

Full records as entered above. Screens in order: Shn3 inh set2	NR2E3 ag-1	CaV13 ICDI inh	m5-HT2A agonist	HIF-2a inh	NR2E3 ag-2	PDI turbidity	H9c2 protect	TRPM1 prom inh	Peg3 promoter	hiPSC survival
Listed for `CC(C)CSCC1OC(n2cnc3c(N)nccc32)C(O)C1O` (stereo not drawn) = 26.8	·	-5.4	-2.5	11.5	7.2	-3.6	-5.3	·	-32.9	8.4
Listed for `CC(C)NC(=O)CC(=O)N/N=C/c1c(F)cccc1Cl` = -21.7	2.7	-6.5	3.5	16.3	-7.7	-2.6	-2.0	-4.9	-0.1	-0.9
Listed for `CCS(=O)(=O)N1CCCC(c2nc(-c3cccc(OC)c3)no2)C1` (stereo not drawn) = -37.3	2.6	-7.0	2.9	-207.4	-55.4	-1.2	2.7	-55.9	-110.3	4.8
